PPARg SRC-1 ag – agonists of human PPARgamma SRC-1 coactivator recruitment; P37231; PPARgamma-SRC-1 coactivator recruitment biochemical assay; activation, % at 8 µM; hit rate 0.41% among 200,000; AID 631; in the data active = activation above about 19%;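 also: 0% = DMSO and 100% = reference agonist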
Target sequence (P37231 whole entry, looked up): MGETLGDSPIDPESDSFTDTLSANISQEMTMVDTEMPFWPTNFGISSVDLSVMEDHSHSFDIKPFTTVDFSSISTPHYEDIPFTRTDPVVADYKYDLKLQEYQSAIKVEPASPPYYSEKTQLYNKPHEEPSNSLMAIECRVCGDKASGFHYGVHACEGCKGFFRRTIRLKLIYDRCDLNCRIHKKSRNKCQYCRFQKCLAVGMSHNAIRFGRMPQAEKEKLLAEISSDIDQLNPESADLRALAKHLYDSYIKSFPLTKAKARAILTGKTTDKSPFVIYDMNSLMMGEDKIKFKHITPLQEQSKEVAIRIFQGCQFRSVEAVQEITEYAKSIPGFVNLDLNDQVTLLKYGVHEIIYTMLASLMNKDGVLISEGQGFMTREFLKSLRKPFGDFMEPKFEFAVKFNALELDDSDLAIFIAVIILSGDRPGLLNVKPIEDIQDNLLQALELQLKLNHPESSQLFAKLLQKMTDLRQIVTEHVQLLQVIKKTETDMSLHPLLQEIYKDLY
PPARg SRC-2 ag – agonists of SRC-2 recruitment by human PPARgamma | P37231 | PPARgamma LBD-SRC-2 recruitment, biochemical | activation, % at 8 µM | hit rate 0.34% among 200,000 | AID 1032; in the data active = activation above about 22%;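 also: 0% = vehicle and 100% = reference agonist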
PPARg SRC3 recr – promotes SRC-3 coactivator recruitment by human PPARgamma; P37231; biochemical PPARgamma/SRC-3 coactivator recruitment assay; activation, % at 8 µM; hit rate 0.26% among 200,000; in the data active = activation above about 23%;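 also: 0% = DMSO and 100% = reference agonist; some compounds past the cut are filed as inactive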
TNAP inh no acc – blocks human TNAP activity with no phosphate acceptor present | purified TNAP, CDP-star luminescence, 30 min | hit rate 0.26% among 200,000 | inhibition, % at 20 µM | P05186;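 active = tissue-nonspecific alkaline phosphatase inhibition above about 50% at 20 µM in the single-dose screen, limit read from the data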;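 also: 0% = DMSO negative control and 100% = EDTA positive control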
Target sequence (P05186 whole entry, looked up): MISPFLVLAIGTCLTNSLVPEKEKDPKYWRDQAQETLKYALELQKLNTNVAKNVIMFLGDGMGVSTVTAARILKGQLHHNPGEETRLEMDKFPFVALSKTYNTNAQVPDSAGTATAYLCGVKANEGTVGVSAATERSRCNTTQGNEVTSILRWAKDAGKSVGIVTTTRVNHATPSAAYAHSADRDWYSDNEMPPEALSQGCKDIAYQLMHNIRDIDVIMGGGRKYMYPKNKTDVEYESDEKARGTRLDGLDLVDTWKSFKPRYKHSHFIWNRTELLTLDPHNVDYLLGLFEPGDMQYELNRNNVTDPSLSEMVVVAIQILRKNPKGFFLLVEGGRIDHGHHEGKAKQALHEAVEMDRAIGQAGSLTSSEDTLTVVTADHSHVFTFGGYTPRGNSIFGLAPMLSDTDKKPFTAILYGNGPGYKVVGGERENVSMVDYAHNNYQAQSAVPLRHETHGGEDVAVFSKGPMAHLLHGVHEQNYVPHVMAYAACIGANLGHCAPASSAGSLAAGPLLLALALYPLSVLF
bIAP act – increases bovine intestinal alkaline phosphatase activity | purified bovine IAP, CDP-star luminescence, 30 min; active compounds read high; fold of DMSO-control signal, blank-subtracted | activation factor at 20 µM | hit rate 0.17% among 200,000;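 active = activation factor of 2 or more at 20 µM, a signal rise over negative controls twice the positive control's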
SRC2 TRFRET art – TR-FRET artefact, counter-screen to PPARgamma/SRC-2 agonist assay; TR-FRET ratio at 8 µM; active compounds read high; hit rate 0.4% among 200,000; in the data active = TR-FRET ratio above about 2000; also: inactives centre near 1500
TNAP act hi DEA – activators of human TNAP at high phosphate acceptor concentration; purified TNAP, CDP-star luminescence, 1 M DEA, 30 min; active compounds read high; 0 = EDTA background, 1 = DMSO-only activity; 200,000 tested, under 10 active; AID 1136; activation factor at 20 µM;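 active = activation factor at least 2 at 20 µM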
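Measured by: Luminescent substrate turnover signal | Test system: Human TNAP | Input: TNAP 1/800 final | Dosing: 20 µM single point | Schedule: 30 min, room temperature | Controls: EDTA wells as negative control, DMSO wells as positive control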
TNAP inh hi DEA – TNAP (human) inhibition, high acceptor | P05186 | hit rate 0.03% among 200,000 | inhibition, % at 20 µM | purified TNAP, CDP-star luminescence, 1 M DEA | AID 1135;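 active = over 50% inhibition of tissue-nonspecific alkaline phosphatase at 20 µM in the single-dose screen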;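 also: plate controls were DMSO wells for no effect and EDTA-quenched wells as full inhibition for full effect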
bIAP inh – intestinal alkaline phosphatase (bovine) inhibition; 190,000 tested, under 10 active; AID 1019; inhibition, % at 20 µM; purified bovine IAP, CDP-star luminescence, 30 min;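 active = over 50% inhibition of intestinal alkaline phosphatase at 20 µM in the single-dose screen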
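Incubation: 30 min reaction at room temperature / Material: purified bovine intestinal alkaline phosphatase (IAP) enzyme / Input: enzyme at 1/65,000,000 dilution / Dosing: 20 µM single dose / Signal: CDP-star luminescence signal / Reagent: CDP-star chemiluminescent phosphatase substrate, 30 µM final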
Efa HMGR inh – blocks class II HMG-CoA reductase of Enterococcus faecalis | AID 1066 | hit rate 0.41% among 190,000 | inhibition, % at 10 µM | purified E. faecalis HMGR, NADPH absorbance 340 nm kinetic;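 active = inhibition above a set limit, the median over all tested compounds plus 3 SD, cut at about 9.5% in these data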;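 also: enzyme runs in reverse so mevalonate oxidation gives rising NADPH absorbance; 0% = complete reaction with DMSO and 100% = background rate lacking mevalonate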
Starred values were filed as active, the others as inactive; / = not tested or not shown. This is a random part of the collection. Share with any hit: about 1.6%.

SMILES	PPARg SRC-1 ag	PPARg SRC-2 ag	PPARg SRC3 recr	TNAP inh no acc	bIAP act	SRC2 TRFRET art	TNAP act hi DEA	TNAP inh hi DEA	bIAP inh	Efa HMGR inh
CC(=O)N1c2ccccc2N2C(c3c(C)c(C)cc(C)c3C)=NON12	1	0	-1	-7	1	1414	1	-4	-2	-5
Cc1onc(-c2c(F)cccc2Cl)c1C(=O)Nc1nc2c(s1)CCCC2	4	14	-12	-5	0.6	1600	1	-2	44	-5
CCOC(=O)c1cc2c(=O)n3ccccc3nc2n(CC2CCCO2)c1=NC(C)=O (stereo not given)	3	-1	-2	-11	1.1	1596	1	-2	-10	/
O=C(Nc1ccc(Cl)cc1)c1csc(-c2ccccc2)n1	2	6	3	3	0.9	1425	1.1	-8	9	-9
O=C(CSc1nc(Nc2ccccc2)nc(N2CCOCC2)n1)N1CCCC1	-2	-7	0	-10	1	1587	1	-4	-5	-4
CCNC(=O)NC(=O)C(C)OC(=O)C1CCN(S(=O)(=O)c2ccccc2C(=O)OC)CC1 (stereo not given)	3	13	4	4	1	1641	1	0	0	-4
CCCCNC(=O)c1c(N)n(/N=C/c2ccccn2)c2nc3ccccc3nc12	2	-2	12	2	1.1	1517	1	-3	-5	-1
O=C(CC1Nc2c3ccccc3nc(=S)n2C1=O)NC1CCCCC1 (stereo not given)	4	-3	2	-12	1.1	1620	1.1	-6	-6	-1
C(#Cc1ccccc1)Cn1nnc2ccccc21	5	7	9	-11	0.6	1575	1.1	-8	37	0
Cc1ccccc1Nc1cc2ccccc2c(=O)[nH]1	6	8	0	-15	0.8	1543	1	-4	21	0
Cc1cc(NC(=O)Nc2ccccc2F)ccc1Br	8	7	1	-14	0.9	1581	1.1	-9	6	0
COc1cc(/C=N/NC(=O)CCOc2ccccc2C)cc(Br)c1O	4	13	3	-4	1.1	1544	1	2	-11	-11
Oc1ccc(NC(=S)N=Nc2c(O)[nH]c3ccccc23)cc1	1	10	10	32	0.7	1821	0.9	14	30	1
Cc1ccc(Nc2nc(N3CCN(C)CC3)nc(N)c2[N+](=O)[O-])cc1C	-7	-6	-4	-6	1.1	1363	1	2	-5	-5
O=C(COC(=O)c1ccco1)Nc1cccc(Br)c1	0	-7	-9	-10	0.9	1521	1	-2	9	2
CCN(CC)CCCN(Cc1cc2ccc(C)c(C)c2[nH]c1=O)C(=O)NC1CCCCC1	-2	-6	1	-6	1.1	1394	1	-5	-6	-5
O=C(c1cccs1)N1CCN(C2CCCCC2)CC1	4	3	3	-3	0.9	1530	1	-3	10	1
O=S(=O)(Nc1ccc(C(F)(F)F)cc1)c1cnc[nH]1	8	6	-1	1	0.9	1467	1	3	13	-6
Cc1cccn2c(=O)c(/C=C(\C#N)S(=O)(=O)c3ccccc3)c(N3CCC(C(N)=O)CC3)nc12	5	14	4	9	1	1691	1	-2	2	2
COc1ccc(S(=O)(=O)N2CCOCC2)cc1NC(=O)Cc1ccccc1Cl	-2	-3	5	-6	0.9	1725	1	0	14	0
CCS(=O)(=O)c1ccc2oc(Nc3ccc(OC)cc3)nc2c1	-3	1	3	-6	0.7	1685	1	-3	27	1
Cc1ccc(-c2nn3c(C)nnc3c3ccccc23)cc1S(=O)(=O)N1CCN(CCO)CC1	3	0	5	-5	1	1583	1.1	-10	-2	-3
CS(=O)(=O)c1ccc(C(=O)NCc2ccccc2F)cc1	4	-3	4	-13	0.9	1515	1	-3	14	1
CNc1ccccc1C(C)(C)c1cc(-c2cccc(OC)c2)no1	3	4	6	-1	1.2	1413	1.1	-8	-16	-3
Cc1ccc(-n2c(-c3ccco3)n[nH]c2=S)cc1	12	7	6	0	1	1664	1	-4	4	-2
CCc1ccc(C2CC(c3ccccc3C)n3nc(N)nc3N2)cc1 (stereo not given)	-4	-4	-2	-8	0.9	1372	1	-2	6	-1
CCOC(=O)C1CCCN(CC(O)COCc2ccc3c(c2)OCO3)C1 (stereo not given)	1	-2	2	3	1.1	1554	1	0	-11	-1
COc1ccccc1NC(=S)N(Cc1cccs1)C1CCCC1	6	5	3	-8	0.7	1601	1	-2	33	-2
Cc1nn(-c2ncc(C(F)(F)F)cc2Cl)c(=O)n1-c1cccc(Cl)c1	-4	4	12	-12	1	1530	1.1	-6	-2	-7
CCCOc1ccc(-c2nnc(-c3ccco3)o2)cc1	-8	1	1	-10	0.9	1604	1.1	-5	12	0
Cn1c(=O)c2c(ncn2CC(=O)N/N=C/c2ccco2)n(C)c1=O	3	-2	-1	-6	1	1420	1	4	3	2
NC(=S)N/N=C/c1ccc(-c2ccc([N+](=O)[O-])cc2)o1	6	0	1	17	1.2	1695	0.9	7	-24	-10
CCN(CC)CCCOc1nc(C)nc2c1oc1ccccc12	-10	-13	-13	-13	1	1427	1.1	-10	-1	-5
Cc1cccc(C(=O)NNC(=O)CCn2nnc3ccccc32)c1	2	0	2	3	1.3	1650	1	4	-25	2
Cc1ccc(Nc2nc(CSc3nnc(-c4ccncc4)n3-c3ccccc3C)cs2)cc1	-2	4	-4	-9	1.1	1400	1	0	-7	-2
CC(=O)Nc1cc2c(cc1Br)OCCO2	2	5	-5	-13	0.9	1433	1	-2	13	1
N=c1c2c(-c3ccccc3)c(-c3ccccc3)n(Cc3ccco3)c2ncn1Cc1ccco1	6	6	-3	-2	1	1516	1	-1	-1	-4
CCCCOc1ccc(NC(=S)Nc2cc(C)nc(SCCCC)n2)cc1	7	6	-2	-16	0.8	1558	1	1	17	-5
COc1ccc(-c2cc3ccc(OCc4nn[nH]n4)cc3oc2=O)cc1OC	3	5	0	-13	1	1748	1.1	-7	-1	-5
COc1ccc(CN2CCCC(C(=O)c3ccc(Cl)cc3)C2)cc1Cn1cccn1 (stereo not given)	2	-2	3	-4	1.1	1603	1.1	-7	-7	-1
CCN(CC)S(=O)(=O)c1ccc(NC(=O)c2ccccn2)cc1	11	7	5	-5	0.8	1833	1	-4	18	-4
O=C(Nc1ncc2c(n1)CC(c1ccco1)CC2=O)c1ccc(Cl)cc1 (stereo not given)	-1	-5	2	2	0.9	1572	1	-2	9	0
Cc1cccc(NS(=O)(=O)c2cc(NC(=O)CC(=O)c3ccc([N+](=O)[O-])cc3)ccc2C)c1	0	3	0	1	1	1507	1	5	3	-3
O=C(N/N=C\c1ccc(F)cc1)c1csnn1	1	/	8	-6	1	/	1	1	-3	-1
CCN(CC)C(=S)Sc1c(-c2ccccc2)c2cc(Cl)ccc2[nH]c1=O	4	11	8	3	0.9	1592	1.1	-5	6	0
Cc1onc(-c2ccccc2Cl)c1C(=O)Nc1ccc(-c2nnc3n2CCCCC3)cc1	5	1	-2	-11	1.1	1439	1.1	-5	-7	-8
Cc1ccc2nc(C)c(C(=O)N/N=C/c3ccccc3[N+](=O)[O-])cc2c1	3	1	1	-1	1.2	1697	1	4	-20	6
CCn1c(SCC(=O)Nc2oc(-c3ccccc3)c(-c3ccccc3)c2C#N)nnc1-c1ccco1	-5	2	-4	-14	1.1	1617	1	-4	-6	2

Single records (already shown).
COc1ccc(-c2cc3ccc(OCc4nn[nH]n4)cc3oc2=O)cc1OC reads PPARg SRC-1 ag = 3; PPARg SRC-2 ag = 5; PPARg SRC3 recr = 0; TNAP inh no acc = -13; bIAP act = 1; SRC2 TRFRET art = 1748; TNAP act hi DEA = 1.1; TNAP inh hi DEA = -7; bIAP inh = -1; Efa HMGR inh = -5
O=C(Nc1ncc2c(n1)CC(c1ccco1)CC2=O)c1ccc(Cl)cc1 (stereo not given) reads PPARg SRC-1 ag = -1; PPARg SRC-2 ag = -5; PPARg SRC3 recr = 2; TNAP inh no acc = 2; bIAP act = 0.9; SRC2 TRFRET art = 1572; TNAP act hi DEA = 1; TNAP inh hi DEA = -2; bIAP inh = 9; Efa HMGR inh = 0

Later entries:
SMILES	PPARg SRC-1 ag	PPARg SRC-2 ag	PPARg SRC3 recr	TNAP inh no acc	bIAP act	SRC2 TRFRET art	TNAP act hi DEA	TNAP inh hi DEA	bIAP inh	Efa HMGR inh
CCOC(=O)N1CCN(c2c(-c3ccc(C)c(C)c3)c(=O)c2=O)CC1	4	2	2	-5	1	1476	1.1	-6	0	0
CCOc1ccc(C(=O)Nc2ncccc2Cl)cc1	-3	-3	2	-6	0.9	1270	1.1	-5	6	-3
CC1CCc2nc3ccc(S(=O)(=O)N4CCC(C(=O)N5CCCCCC5)CC4)cc3c(C(=O)O)c2C1 (stereo not given)	7	13	10	-14	1.1	1585	1	1	-8	-2
CCOC(=O)c1cnn(-c2nc(C)cc(C)n2)c1N	1	-6	4	-12	0.9	1567	1	-3	11	2
CCOC(=O)c1c(-c2ccc(C)c(C)c2)csc1NC(=O)C1CC=CCC1C(=O)O (stereo not given)	4	4	1	-15	1.1	1438	1	0	-8	-1
CC(C)NS(=O)(=O)c1ccc(OCC(=O)NC(C)c2ccccc2)cc1 (stereo not given)	4	6	6	-8	0.9	1619	1	-3	6	-1
O=C(O)c1ccccc1-c1csc(-c2ccccc2)n1	1	6	4	-12	0.9	1551	1.1	-6	7	2
CNc1ncc(C(=O)C(C)(C)C)s1	0	7	6	-11	1	1484	1	-2	-3	-1
CSc1cccc(NC(=O)CN(C2CCCCC2)S(C)(=O)=O)c1	8	7	1	-5	0.9	1534	1	-3	6	0
CSc1cccc(NC(=O)CN(c2ccccc2)S(=O)(=O)N(C)C)c1	-3	-5	1	-10	1	1509	1	-3	2	2
CCOC(=O)C(NC(=O)NCc1cccc(C(F)(F)F)c1)(OCC)C(F)(F)F (stereo not given)	-4	3	-5	6	1.7	1543	0.9	9	-67	0
Cc1ccc(C)c(N2CCN(C(=O)Cn3cccc3)CC2)c1	1	-3	1	-18	0.9	1567	1	-4	11	-8
Cc1sc(NC(=O)Cc2ccc3c(c2)OCO3)nc1-c1ccc2c(c1)CCN2C(=O)c1ccccc1F	-2	-1	-1	-15	0.8	1630	1	-4	17	-2

In the list so far, nine contain a Cl atom:
SMILES	PPARg SRC-1 ag	PPARg SRC-2 ag	PPARg SRC3 recr	TNAP inh no acc	bIAP act	SRC2 TRFRET art	TNAP act hi DEA	TNAP inh hi DEA	bIAP inh	Efa HMGR inh
Cc1onc(-c2c(F)cccc2Cl)c1C(=O)Nc1nc2c(s1)CCCC2	4	14	-12	-5	0.6	1600	1	-2	44	-5
O=C(Nc1ccc(Cl)cc1)c1csc(-c2ccccc2)n1	2	6	3	3	0.9	1425	1.1	-8	9	-9
COc1ccc(S(=O)(=O)N2CCOCC2)cc1NC(=O)Cc1ccccc1Cl	-2	-3	5	-6	0.9	1725	1	0	14	0
Cc1nn(-c2ncc(C(F)(F)F)cc2Cl)c(=O)n1-c1cccc(Cl)c1	-4	4	12	-12	1	1530	1.1	-6	-2	-7
COc1ccc(CN2CCCC(C(=O)c3ccc(Cl)cc3)C2)cc1Cn1cccn1 (stereo not given)	2	-2	3	-4	1.1	1603	1.1	-7	-7	-1
O=C(Nc1ncc2c(n1)CC(c1ccco1)CC2=O)c1ccc(Cl)cc1 (stereo not given)	-1	-5	2	2	0.9	1572	1	-2	9	0
CCN(CC)C(=S)Sc1c(-c2ccccc2)c2cc(Cl)ccc2[nH]c1=O	4	11	8	3	0.9	1592	1.1	-5	6	0
Cc1onc(-c2ccccc2Cl)c1C(=O)Nc1ccc(-c2nnc3n2CCCCC3)cc1	5	1	-2	-11	1.1	1439	1.1	-5	-7	-8
CCOc1ccc(C(=O)Nc2ncccc2Cl)cc1	-3	-3	2	-6	0.9	1270	1.1	-5	6	-3

Screens (PubChem BioAssay)
